TAAR1 antagonist: human TAAR1 antagonists, primary screen, Fluo-8 calcium fluorescence, CHO RD-HGA16 cells. AID 624466, 2012. inhibition, % at 3 µM. actives 1.5% (n = 360,000). antagonist;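 active = inhibition above a per-plate cutoff, the mean inhibition of test compounds on that plate plus 3 SD, cut at about 49% in these data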;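 note: 0% = DMSO plus EC80 beta-PEA response and 100% = DMSO alone without agonist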
Target sequence (Q96RJ0 whole entry, looked up): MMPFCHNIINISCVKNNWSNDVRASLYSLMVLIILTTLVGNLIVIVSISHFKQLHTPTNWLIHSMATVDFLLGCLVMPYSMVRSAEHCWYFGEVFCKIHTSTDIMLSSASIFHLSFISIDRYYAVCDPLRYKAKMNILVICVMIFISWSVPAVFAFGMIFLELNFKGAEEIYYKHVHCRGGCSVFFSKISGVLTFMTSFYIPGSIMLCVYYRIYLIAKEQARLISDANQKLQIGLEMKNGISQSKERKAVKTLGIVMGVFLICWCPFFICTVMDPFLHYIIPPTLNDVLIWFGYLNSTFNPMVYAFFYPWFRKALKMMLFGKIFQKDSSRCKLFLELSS
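Test system: hTAAR1-expressing CHO RD-HGA16 cells, Gα16-coupled; Probe or stimulus: EC80 β-phenethylamine stimulus; Compound dosing: single nominal final test compound concentration of 3 µM; Timing: 140 s kinetic read after compound, 140 s after agonist; Signal: Fluo-8 calcium-sensitive fluorescence; Measure: % inhibition of agonist calcium response; Controls: DMSO and EC80 PEA controls.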
OXTR potentiator: human OXTR potentiators, primary screen, fluorescence, CHO-OTR cells, Fluo-8 calcium. Oxytocin receptor (Homo sapiens), P30559. Fluo-8 calcium fluorescence, potentiator mode; 0% = oxytocin EC15, 100% = EC100. activation, % at 3 µM. actives 0.061% (n = 320,000);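 active = activation above that plate's cutoff, the mean activation of tested compounds plus 3 SD, cut at about 6.6% in these data, passing the limit was not always enough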;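 note: 100% uses oxytocin at 75 nM as the full agonist control; some results filed as inactive read as strong as hits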
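test system = CHO-OTR cells, human receptor | compound = single-point 3.0 µM | schedule = 6 min compound pre-incubation at room temperature, 100 s kinetic read | signal = Fluo-8 no-wash calcium dye fluorescence, excitation 470-495 nm, emission 515-575 nm | repeats = single well per compound, singlicate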
CHO-K1 Ca antag: counter-screen for M1 antagonists: effect in parental CHO-K1 cells; AID 602250; inhibition, % at 3 µM; ATP-induced calcium, Fluo-8 fluorescence; actives 0.6% (n = 360,000);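 active = inhibition above a per-plate cutoff, the plate's mean sample inhibition plus 3 SD, cut at about 24% in these data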;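 note: 0% = DMSO plus EC80 ATP and 100% = DMSO alone without ATP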
TAAR1 ag: human TAAR1 agonists, primary screen, Fluo-8 calcium fluorescence, CHO RD-HGA16 cells | vehicle wells 0%, saturating PEA agonist 100% | Trace amine-associated receptor 1 (Homo sapiens), Q96RJ0 | actives 0.99% (n = 360,000) | activation, % at 3 µM;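 active = activation above the mean activation of all test compounds in the run plus 3 SD, cut at about 38% in these data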
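Benchmarks: low control DMSO, high control PEA (EC100); System: CHO RD-HGA16 cells carrying human TAAR1 plus Gα16; Detection: Fluo-8 fluorescence, 5 s baseline then 140 s kinetic read; Schedule: 17-24 h plating, Fluo-8 75 min 37 °C, 30 min RT; Read-out basis: % activation from peak over basal fluorescence ratio, DMSO-to-PEA scaled.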
CHRM1 agonist: human M1 muscarinic receptor agonists, primary screen, Fluo-8 calcium fluorescence, CHO-K1 cells, HTS | Muscarinic acetylcholine receptor M1 (Homo sapiens), P11229 | CHO-K1 hM1, agonist mode; 0% DMSO, 100% acetylcholine EC100 | activation, % at 3 µM | actives 0.33% (n = 360,000) | AID 588814, 2011;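 active = activation above the run's mean compound activation plus 3 SD, cut at about 16% in these data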;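 note: peak over basal fluorescence ratio within a 140 s kinetic read after compound addition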
Target sequence (P11229 whole entry, looked up): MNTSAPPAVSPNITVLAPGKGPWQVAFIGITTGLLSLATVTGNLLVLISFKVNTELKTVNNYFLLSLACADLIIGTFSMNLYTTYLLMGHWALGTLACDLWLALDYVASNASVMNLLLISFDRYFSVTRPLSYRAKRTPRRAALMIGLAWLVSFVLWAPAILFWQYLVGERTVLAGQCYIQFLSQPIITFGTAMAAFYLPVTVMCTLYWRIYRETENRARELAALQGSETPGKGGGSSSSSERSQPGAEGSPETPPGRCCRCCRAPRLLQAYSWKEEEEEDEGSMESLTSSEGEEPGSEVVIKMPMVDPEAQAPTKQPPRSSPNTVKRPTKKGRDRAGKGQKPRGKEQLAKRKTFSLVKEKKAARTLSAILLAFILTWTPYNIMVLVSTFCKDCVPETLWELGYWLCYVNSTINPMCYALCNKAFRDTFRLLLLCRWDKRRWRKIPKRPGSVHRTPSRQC
CHO parental Ca: ATP-evoked calcium signal inhibitors, parental CHO, primary screen, counter-screen for OX1R antagonist project, cell-based, fluorescence, Fluo-8 calcium dye. inhibition, % at 5.6 µM. actives 0.63% (n = 330,000). parental CHO-K1, ATP-induced calcium, Fluo-8 fluorescence. AID 463079, 2010;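 active = inhibition above that plate's mean sample inhibition plus 3 SD, cut at about 26% in these data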;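 note: 0% = ATP-challenged DMSO wells and 100% = DMSO wells without ATP; some compounds past the cut are filed as inactive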
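Test system: parental CHO cells; detection: calcium-sensitive Fluo-8 fluorescence; evaluation: percent inhibition of calcium signal; also added: ATP as calcium-mobilizing challenge; repeats: one well per compound; control set: ATP-challenged DMSO wells low, unchallenged DMSO wells high; compound: single nominal dose of 5.6 µM per compound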
CHO-K1 Ca ag: counter-screen for M1 agonists: effect in parental CHO-K1 cells | Fluo-8 calcium fluorescence; scaled to maximal ATP response, vehicle zero | actives 0.48% (n = 360,000) | activation, % at 3 µM; in the data active = activation above about 15%;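 note: untransfected CHO-K1 host cells lacking M1 receptor as counterscreen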
V1R ag counter: agonists of human V1a receptor, primary screen, counter-screen for OXTR agonist project, fluorescence, CHO-V1R cells. Vasopressin V1a receptor (Homo sapiens), P37288. Fluo-8 calcium fluorescence, agonist mode; 0% DMSO, 100% 3 nM vasopressin. activation, % at 3 µM. actives 0.25% (n = 320,000);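 active = activation above the mean activation of all tested compounds plus 3 SD, per screening run, cut at about 20% in these data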;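 note: signal is peak over basal fluorescence ratio across a 100 second FLIPR read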
CHO-K1 Ca PAM: nonselective calcium activators in parental CHO-K1 cells, primary screen, counter-screen for M1 PAM project, cell-based, Fluo-8 calcium fluorescence, full deck, 1536-well | activation, % at 3 µM | AID 602247, 2012 | ATP EC20; 0% at ATP EC20, 100% at ATP max | actives 0.02% (n = 360,000);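 active = activation above the run cutoff, the mean activation of all test compounds plus 3 SD, cut at about 40% in these data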;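 note: peak over basal fluorescence ratio in a 140 s read after ATP addition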
Starred values were filed as active, the others as inactive; nt = not tested or not shown.

SMILES	TAAR1 antagonist	OXTR potentiator	CHO-K1 Ca antag	TAAR1 ag	CHRM1 agonist	CHO parental Ca	CHO-K1 Ca ag	V1R ag counter	CHO-K1 Ca PAM
COc1ccccc1C(=O)N1C(CC(=O)Nc2cc(Cl)ccc2C)C(=O)NC2CCCCC21 (configuration not stated)	44	-4	-7	21	-4	-4	7.3	2.7	11
CCCc1cc(NC(=O)CCl)n(-c2ccccc2)n1	2	-3	-13	1	-7	-11	0.4	-0.1	9
Clc1ccc2[nH]c3c(NCC4CCCO4)ncnc3c2c1 (configuration not stated)	54*	-34	nt	15	nt	38*	nt	15	nt
CCN(c1ccccc1)S(=O)(=O)c1ccc(Cl)c(C(=O)N(CC2CCCO2)C2CCS(=O)(=O)C2)c1 (configuration not stated)	-2	-1	-6	0	-10	-16	0.2	-1.4	5
CC(=O)c1nn(-c2ccc(Br)cc2)cc1C(=O)c1ccco1	-11	-3	-9	6	-2	32	-0.3	-0.3	14
Cc1ccc(CNC(=O)c2ccc(N3CCC4(CC3)CC(c3cccc(Br)c3)=NO4)c(N)c2)cc1	8	-9	5	7	-7	-12	0.1	0.3	4
CCCCn1nnnc1SCC(=O)N1CCN(C(=O)c2ccco2)CC1	6	-11	-14	-1	-5	-8	0.4	-0.4	11
CCN(CC)C(=O)c1[nH]cnc1C(=O)N[C@H](C)c1ccccc1	-3	2	-17	3	-5	-15	0.8	0.8	20
Cc1cccc(NS(=O)(=O)c2c(C)n[nH]c2C)c1	3	-6	-12	0	-2	4	1.4	0.5	15
CN(C)c1ccc(NC(=O)Cn2ncn3c(cc4ccccc43)c2=O)cc1	-6	-3	-19	0	-3	-7	0.1	0.1	2

In the list so far, 2 have a furan ring, fused or not.
SMILES	TAAR1 antagonist	OXTR potentiator	CHO-K1 Ca antag	TAAR1 ag	CHRM1 agonist	CHO parental Ca	CHO-K1 Ca ag	V1R ag counter	CHO-K1 Ca PAM
CC(=O)c1nn(-c2ccc(Br)cc2)cc1C(=O)c1ccco1	-11	-3	-9	6	-2	32	-0.3	-0.3	14
CCCCn1nnnc1SCC(=O)N1CCN(C(=O)c2ccco2)CC1	6	-11	-14	-1	-5	-8	0.4	-0.4	11

Other compounds.
SMILES	TAAR1 antagonist	OXTR potentiator	CHO-K1 Ca antag	TAAR1 ag	CHRM1 agonist	CHO parental Ca	CHO-K1 Ca ag	V1R ag counter	CHO-K1 Ca PAM
O=C(Cn1c2c(c(-c3ccccc3Cl)cc1=O)CCC2)NCC1CCCO1 (configuration not stated)	-13	-5	-15	2	-2	-14	0.5	0.8	12
CN(CCOc1ccccc1)CC(=O)Nc1ccc(Cl)cc1[N+](=O)[O-]	6	-20	-5	-1	-2	-30	0.9	-0.8	4
Nn1c(Nc2ccccc2)nc2ccccc21	-16	-11	6	-3	-3	7	0.4	-0.2	-5
Cc1ccc(NS(=O)(=O)c2cccc(C(=O)OCC(=O)NCc3ccco3)c2)cc1	3	-17	-7	11	-1	-18	0.4	4.9	9
CC(=O)c1cnn(-c2cc(Oc3ccccc3C)ncn2)c1C	1	-2	1	-1	-1	2	-0.2	0.1	2
c1cncc(Nc2nc(-c3cccs3)cs2)c1	nt	-8	-2	nt	-5	-20	0.3	0.2	-2
Cc1ccc(CONC(=O)c2cccc(C)c2)cc1	-7	-2	-8	0	-4	-13	0.3	-0.2	14
Cc1cccc(C)c1NC(=O)CNC(=O)c1cccc(S(=O)(=O)NCc2cccs2)c1	-2	-3	-18	12	-2	-25	0.5	0.6	12
NC(=S)N/N=C/c1c[nH]c2ccc(OCc3ccccc3)cc12	nt	-14	-5	nt	1	9	2.9	7.3	-4
Cc1ccc(CNC(=O)C2CCC(=O)N2Cc2ccc(C)cc2)cc1 (configuration not stated)	-7	-7	7	-1	-2	-9	6.8	0.0	4
CCOC(=O)c1sc(N)c(C#N)c1CSc1nnc(C2CC2)n1N	-9	-1	-17	0	-6	3	-0.2	-0.1	5
C/C(Cl)=C/Cn1c(=O)c2c(nc(Br)n2Cc2ccccc2)n(C)c1=O	-12	-3	13	17	-5	-33	0.0	-1.0	-9
O=C(Cc1nc(-c2ccc([N+](=O)[O-])cc2)cs1)Nc1ccccc1	0	-9	-7	9	18*	-11	8.2	4.1	19
CC(OC(=O)CNC(=O)c1ccc(Cl)c(Cl)c1)C(=O)N1CCOCC1 (configuration not stated)	-18	-8	7	3	-1	-12	1.7	0.0	14
COc1ccc(NC(C)=O)cc1NC(=O)CN1CCN(CC(=O)Nc2ccccc2Cl)CC1	16	-14	-6	9	-1	-4	2.5	0.5	15
Cc1ccc(S(=O)(=O)NC(CC(=O)NCC2CCCO2)c2ccccc2)cc1 (configuration not stated)	-10	-4	-18	6	-4	-6	0.6	-1.0	28
CC(=O)c1cccc(NC(=O)CN2C(=O)COc3ccc(S(=O)(=O)N4CCOCC4)cc32)c1	-1	1	-15	0	-11	-13	1.1	0.2	16
Cc1ccc(OCC(=O)N2CCC(C)CC2)c([N+](=O)[O-])n1	-10	-6	-5	-1	-2	-5	0.1	-0.4	-9
CC(C)N=C(NC#N)SCc1ccccc1F	-1	0	4	4	-4	9	0.7	-0.6	-5
O=C(Nc1ccc(Oc2ccccc2)cc1)c1csc(COCCO)n1	-4	nt	8	6	3	nt	11	nt	4
CC(C)c1cccc(-c2csc(C(O)c3ccc(F)c(F)c3)n2)c1 (configuration not stated)	12	nt	0	2	-5	nt	0.1	nt	5
CCOC(=O)N1CCN(C(=O)COc2ccc3oc4c(c3c2)CCCC4)CC1	-25	5	9	0	-2	-23	-0.5	0.0	-10
Cc1cc(C)c(S(=O)(=O)n2nc(C)c(Br)c2C)c(C)c1	-7	-5	5	4	-6	1	-0.1	0.1	3
COc1ccc(C(=O)c2c(C)c3cc(C)ccc3n2CC(O)CN2CCOCC2)cc1 (configuration not stated)	-13	0	0	5	-7	-23	-0.2	1.3	-5
COc1cccc(C(=O)OCC(=O)Nc2ccc(N3CCOCC3)cc2)c1	-8	2	-10	-2	-2	-12	-0.2	0.6	-9
COCCCn1c(=S)[nH]c2sc3c(c2c1=O)CCCS3	-19	-1	-17	-2	-4	-9	1.1	0.9	5
Cc1c(O)nc(SC2CC(=O)N(c3cc(Cl)cc(Cl)c3)C2=O)[nH]c1=O (configuration not stated)	-12	6	-2	1	-3	-16	0.5	1.6	10
COc1ccc(NC(=S)N2CCC(C(=O)c3ccc(F)cc3)CC2)c(OC)c1	17	-7	-1	2	-1	-8	0.3	0.2	-10
CCN(CC)CCOC(=O)c1ccc(N/C=C(/C#N)c2nc(-c3ccc4c(c3)OCO4)cs2)cc1	2	-6	7	0	-8	-8	0.3	0.4	-8
CC(=O)NC(c1cccc(F)c1)c1nc(-c2ccc3ccccc3c2)cs1 (configuration not stated)	0	nt	-12	4	-2	nt	0.8	nt	15
COc1cc(/C=C/C(=O)OC(C)C(=O)Nc2c(C)n(C)n(-c3ccccc3)c2=O)ccc1OCC#N (configuration not stated)	1	-2	2	5	-4	1	-0.6	-0.7	-1
CCn1c(CSCc2ccc(C)cc2)nnc1SCC(=O)NCc1ccccc1	37	-12	14	12	-1	-25	8.4	1.7	17
C=CCn1c(SCC(=O)NC(C)(C)C)nnc1-c1ccccc1O	15	2	2	5	-6	-12	0.1	0.3	-1
O=C(NC1CCCc2ccccc21)c1cccnc1 (configuration not stated)	-4	4	-10	0	-4	0	0.2	0.5	22
C#CCOCCOCCOCCNc1nc(N2CCN(C(=O)Cn3cc(CC(C)O)nn3)CC2)nc(N2CCN(C(=O)[C@H]([C@@H](C)CC)n3cc(CCCN=C(N)N)nn3)CC2)n1 (some centres not stated)	-18	-7	-6	6	-11	-5	-0.1	4.2	3
O=C(Cn1c(=O)sc2ccccc21)Nc1nc2c(s1)CCCC2	-18	-12	-24	7	-3	-14	0.7	0.2	31
CCN(CC)c1ncnc2sc3c(c12)CCC3	-2	-5	-13	4	-3	-14	1.5	-0.4	16
CC(C)CC(NS(=O)(=O)c1cccc(C(=O)O)c1)C(=O)O (configuration not stated)	-9	-2	-7	7	-2	-10	0.1	0.1	7
O=C(O)C1CCN(Cc2cnn(-c3ccccc3)c2-n2cccc2)CC1	8	-7	11	0	-4	-10	0.0	-0.2	-13
CC(C)c1ccc(OCc2ccc(C(=O)N3CCN(c4ccccn4)CC3)cc2)cc1	57*	-9	-2	8	1	-11	0.4	1.2	13
O=C1CN(C(=O)COC(=O)COc2ccc3c(c2)CCC3)c2ccccc2N1	5	-14	15	5	-1	-18	1.5	5.7	7
C/C(=N/NC(=O)CNC(=O)C(c1ccccc1)c1ccccc1)c1ccco1	-6	-1	-6	0	-4	-14	0.7	-0.9	19
O=[N+]([O-])c1cccc(Cl)c1CSc1ccccn1	32	-5	-9	3	-10	-11	0.3	-0.7	16
C[C@@H]1CN([C@@H](C)CO)C(=O)Cc2cc(NC(=O)C3CCCCC3)ccc2O[C@H]1CN(C)S(=O)(=O)c1ccccc1	-2	-2	-11	6	-11	-30	0.8	-0.4	15
CCOC(=O)C1(C)NC(c2ccccc2F)C2C(=O)N(CC)C(=O)C21 (configuration not stated)	-16	3	-12	3	-2	18	-0.1	0.4	-8
Cc1noc(NS(=O)(=O)c2ccc(NC(=O)Cc3ccc([N+](=O)[O-])cc3)cc2)c1C	6	-9	-14	1	-4	-9	0.7	0.3	12
Nc1ccc(-n2nc3ccccc3n2)cc1	-12	2	-9	0	-3	-5	3.8	0.3	6
CCCOc1ccc(Cc2c(COCC)[nH]c(=S)[nH]c2=O)cc1	2	nt	-6	-2	-10	nt	-0.3	nt	0
Nc1nc(CSc2nc3ccccc3s2)nc(N2CCCCC2)n1	-10	1	-7	0	-4	-33	0.2	-0.5	17
CCCCC(=O)N(C)c1c(CC)nc2c(OCC(=O)N3CCOCC3)cccn12	-49	nt	-11	3	-6	nt	0.8	nt	19
CC(C)c1nnc(NC(=O)CCC(=O)Nc2ccccc2)s1	-26	4	-10	4	-2	-25	1.1	0.2	22

Screening results (PubChem)
